From PubChem BioAssay
PLC-beta3 inh – blocks human PLC-beta3 enzyme activity; Q01970; Purified PLC-beta3, fluorogenic substrate, fluorescence; inhibition, % at 12.2 µM; actives 0.18% (n = 370,000); in the data active = inhibition above about 11%;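 note: 0% = median of compound wells on plate and 100% = full blocker control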
GAA850 FXN act – frataxin GAA850 promoter activation; HEK293 lucGAA850 FXN promoter luciferase reporter, 24 h; percent of 10 µM SAHA response; activation, % at 6 µM; actives 0.56% (n = 360,000);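 active = activation above the average of all compounds screened plus 3 SD, cutoff fixed separately per campaign, cut at about 7.5% in these data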;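 note: 0% = DMSO wells and 100% = 10 µM SAHA wells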
DAX1 inh-1 – blocks DAX1 repression of SF-1 activated StAR promoter; HEK293T StAR-luciferase reporter, SF-1/DAX-1 repression relief; inhibition, % at 6.8 µM; actives 1.1% (n = 370,000); AID 652010;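 active = inhibition above the mean over all tested compounds plus 3 SD, cut at about 3.6% in these data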;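 note: 0% = DAX-1 cells with DMSO and 100% = cells lacking DAX-1 with DMSO; higher inhibition means more luminescence from relief of DAX-1 repression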
ADAM10 inh – ADAM10 inhibition, QFRET primary screen | O14672 | recombinant ADAM10, EDANS/DABCYL FRET peptide cleavage, 3 h | inhibition, % at 7 µM | actives 0.62% (n = 370,000) | AID 720582;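 active = inhibition above a per-campaign cutoff equal to the mean of compounds falling between control-based bounds plus 3 SD, cut at about 20% in these data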;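 note: 0% = DMSO wells while the 100% control is not disclosed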
hgDAF12 agonist – hgDAF-12 agonism, primary luciferase screen; HEK293 GAL4-hgDAF12 UAS-luciferase reporter, agonist luminescence; normalized to butyrate control; activation, % at 6.8 µM; actives 1.8% (n = 370,000);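 active = activation above a cutoff set at the mean of all screened compounds plus 3 SD, cut at about 10% in these data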;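 note: 0% = DMSO wells and 100% = sodium butyrate wells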
ADAM17 inh – inhibits human ADAM17; P78536; recombinant ADAM17, EDANS/DABCYL FRET peptide cleavage; inhibition, % at 6.95 µM; actives 0.83% (n = 370,000); AID 720648;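 active = inhibition above the mean of compounds lying between control limits plus 3 SD, set per campaign, cut at about 8.5% in these data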;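 note: 0% = DMSO-only wells as the low control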
Target sequence (P78536 215-824 limits assumed): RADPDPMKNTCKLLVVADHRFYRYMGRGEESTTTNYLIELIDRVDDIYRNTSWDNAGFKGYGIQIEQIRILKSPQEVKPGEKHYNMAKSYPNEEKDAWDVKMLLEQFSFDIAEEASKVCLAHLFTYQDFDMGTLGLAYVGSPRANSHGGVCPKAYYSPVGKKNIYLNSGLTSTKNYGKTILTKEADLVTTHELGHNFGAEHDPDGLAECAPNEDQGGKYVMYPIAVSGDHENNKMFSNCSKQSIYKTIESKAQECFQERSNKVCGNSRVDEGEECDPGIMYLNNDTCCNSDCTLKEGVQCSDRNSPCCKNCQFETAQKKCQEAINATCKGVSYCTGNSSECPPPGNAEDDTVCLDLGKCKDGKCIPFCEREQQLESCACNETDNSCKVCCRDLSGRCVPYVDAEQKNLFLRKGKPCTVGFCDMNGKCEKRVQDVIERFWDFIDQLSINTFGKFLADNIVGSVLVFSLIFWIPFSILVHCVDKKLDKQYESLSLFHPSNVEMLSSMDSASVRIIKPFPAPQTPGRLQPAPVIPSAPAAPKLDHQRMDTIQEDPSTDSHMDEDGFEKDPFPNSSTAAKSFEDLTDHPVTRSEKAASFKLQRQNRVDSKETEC
hcDAF-12 act – H. contortus DAF-12 activation, primary screen; HEK293 hcDAF-12 lit1-tk-luc reporter, luminescence; 0% DMSO, 100% Δ7-dafachronic acid; activation, % at 6.8 µM; actives 1.4% (n = 370,000);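 active = activation above the mean of all tested compounds plus 3 SD, cut at about 5.5% in these data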;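 note: 100% = response to 3 µM Δ7-dafachronic acid high control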
DAX1 inh-2 – inhibits human nuclear receptor DAX1 | P51843 | HEK293 Gal4-DAX1 luciferase reporter, luminescence | inhibition, % at 6.75 µM | actives 0.99% (n = 340,000) | AID 504766;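 active = inhibition above the mean over all tested compounds plus 3 SD, cut at about 4.2% in these data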;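 note: 0% = DAX1-transfected cells with DMSO and 100% = empty-vector control cells with DMSO; inhibition shows as a rise in luminescence from relieved DAX1 repression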
Target sequence (P51843 207-470 limits assumed): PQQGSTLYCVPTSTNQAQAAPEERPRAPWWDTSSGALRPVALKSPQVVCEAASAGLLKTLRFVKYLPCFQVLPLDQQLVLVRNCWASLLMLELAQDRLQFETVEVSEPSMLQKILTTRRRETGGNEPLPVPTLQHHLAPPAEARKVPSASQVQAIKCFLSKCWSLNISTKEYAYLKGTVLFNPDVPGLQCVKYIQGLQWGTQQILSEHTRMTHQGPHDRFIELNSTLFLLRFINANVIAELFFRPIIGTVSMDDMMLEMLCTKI
PLC-gamma1 inh – PLC-gamma1 (human) inhibition, primary screen; AID 720700; actives 0.84% (n = 370,000); inhibition, % at 12.2 µM; purified PLC-gamma1, fluorogenic substrate, fluorescence; in the data active = inhibition above about 9.5%
ssDAF12 agonist – S. stercoralis DAF-12 activation, primary screen. HEK293 ssDAF-12/GRIP1 lit1-tk-luc reporter, luminescence; % of 3 µM dafachronic acid response. actives 1% (n = 370,000). activation, % at 6.8 µM;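 active = activation above the mean over all tested compounds plus 3 SD, cut at about 0.9% in these data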;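 note: 0% = DMSO-only wells and 100% = 3 µM delta7-dafachronic acid wells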
sPLA2-III inh – Inhibits HGIII-sPLA2 liposome hydrolysis, primary screen | Q9NZ20 | QFRET BODIPY PC-A2 liposome hydrolysis, fluorescence | inhibition, % at 12.2 µM | actives 0.56% (n = 370,000);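 active = inhibition above mean plus 3 SD of compounds lying within the high and low control bounds, cut at about 19% in these data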;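 note: 0% = median of test compound wells and 100% = no enzyme DMSO wells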
* hit, by the source's call; x = no result given.

Values in the order – PLC-beta3 inh	GAA850 FXN act	DAX1 inh-1	ADAM10 inh	hgDAF12 agonist	ADAM17 inh	hcDAF-12 act	DAX1 inh-2	PLC-gamma1 inh	ssDAF12 agonist	sPLA2-III inh
- CC(NS(=O)(=O)c1ccc(Br)cc1)C(=O)NCCc1ccccc1 (stereo not given)
 : 9	-0.8	-0.6	7	0.9	7	0.4	-1.1	8	-1.5	1
- COc1ccc(N2C(=O)/C(=C3/C=CC=CN3C)SC2=S)cc1
 : 3	-1.1	0.1	8	1.7	4	-0.7	1.3	6	-1.1	2
- Cc1ccc(-c2ccc(=O)n(CC(=O)NCCN3C(C)CCCC3C)n2)cc1 (stereo not given)
 : -8	1.4	1.2	-20	0.7	-8	-1.6	1.5	0	-1.5	-5
- CC(C)N(Cc1ccccc1)C(=O)COC(=O)c1cnc(Cl)c(Cl)c1
 : 1	-0.5	1.1	-3	-2.2	-2	-0.6	0.6	1	-1.4	1
- COc1ccc(CCNC(=O)c2oc3ccc(S(=O)(=O)N4CCOCC4)cc3c2C)cc1OC
 : 2	2.1	-0.8	-18	-2.9	-3	-1.8	0.1	2	-1.4	-1
- COC(=O)[C@@]1(Cc2ccc(F)cc2)[C@H]2c3cc(C(=O)N4CCCC4)n(Cc4ccc(Cl)c(C(F)(F)F)c4)c3C[C@H]2CN1C(=O)c1ccccc1
 : -3	x	-2.7	-2	5.2	-1	-0.9	x	-2	-0.2	-14
- O=C(CSC1=NCCS1)N1CCCC1
 : 1	-1.7	-0.5	4	0.1	0	-0.5	-1.2	1	-1.4	-2
- O=C(CSc1ccc(Cl)cc1)Nc1nnc(-c2ccco2)o1
 : -6	-0.3	1.1	-2	0.9	-1	-0.1	2.7	-6	-1.5	-1
- Cc1ccc(S(=O)(=O)CCC(=O)Nc2sccc2C(N)=O)cc1
 : -17	0.3	1.7	-12	-0.1	-5	-0.3	-1.4	-13	-1.2	-7
- CCOC(=O)N1CCN(C(=O)c2ccc(N3CC4CC(C3)c3cccc(=O)n3C4)c(NC(=O)c3ccc(F)cc3)c2)CC1 (stereo not given)
 : -2	0.2	-1.1	3	-1.2	1	-3.0	0.1	0	-1.4	4
- CCN(CC)C(=O)CN1CCC(c2nc3cc(C)c(C)cc3[nH]2)CC1
 : -6	2.5	-0.9	-2	0.8	-2	-0.8	-2.5	-1	-0.3	3
- Cc1ccccc1-n1nc(-c2ccc(N)cc2)cc1N
 : -33	1.1	-0.1	42*	-1.6	6	-1.3	-0.3	-23	-1.6	11
- COc1ccccc1CNC(=O)CCCNS(=O)(=O)c1cccc2nsnc12
 : 3	-0.2	-0.4	3	-4.6	1	-0.5	-0.6	0	-0.4	4
- Cc1ccc2nc(N3CCN(CCO)CC3)nc(-c3ccccc3)c2c1
 : -385	0.4	0.2	-255	2.4	-92	-0.3	-0.5	-287	-0.8	-8
- CCOC(=O)N1CCC(n2c(SCC(=O)c3ccccc3)nc3ccsc3c2=O)CC1
 : 3	1.2	-0.2	4	0.3	-1	0.0	-0.6	2	-0.8	0
- COC(=O)c1cc(C)nc2c1c(C)nn2-c1ccccc1
 : -41	-0.3	-2.2	-29	0.9	-1	0.3	1.3	-28	-1.1	10
- CC(=O)OC12CC3CC(C1)C(=NO)C(C3)C2
 : 1	0.1	0.3	-1	-0.7	-3	-1.1	-0.5	0	-1.0	8
- O=C(COC(=O)c1cc[n+]([O-])cc1)NCC12CC3CC(CC(C3)C1)C2
 : -1	4.1	0.1	-4	-1.8	-6	-2.2	0.5	-1	-1.2	0
- CCCC(=O)O[C@@H]1C[C@@H](C)N(C(=O)c2ccccc2)c2ccc(C)cc21
 : 1	-0.8	-0.9	6	-1.1	1	-2.1	-1.4	3	-1.7	0
- COc1ccc(OC)c(/C=C/C(=O)c2ccc3c(c2)OCCO3)c1
 : -36	2.7	-1.2	3	3.6	2	-4.0	-1.8	-24	-1.4	-9
- COC(=O)c1cc(C(=O)Nn2cnnc2)cc([N+](=O)[O-])c1
 : -2	0.0	0.4	5	1.1	-3	0.3	-0.2	3	-0.6	3
- C[C@]12CC[C@H](O)CC1=CCC1C2CC[C@@]2(C)C1CCC21OCCO1 (stereo not given in full)
 : 1	-8.0	0.1	7	-0.6	-1	-0.2	0.6	5	-0.7	-6
- C#Cc1cccc(C(=O)N2CCCC(Nc3cccc(F)c3)C2)c1 (stereo not given)
 : -5	1.6	-0.1	-4	-1.6	0	-1.0	0.8	2	-1.1	-7
- COc1ccc(Cl)c2c1[nH]c1nc(SCc3cccnc3)nnc12
 : -2	-0.8	0.5	-5	-2.5	-3	-1.7	-0.4	2	-1.4	0
- Cc1ccc(S(=O)(=O)Nc2ncnc3ccccc23)cc1
 : -186	4.2	0.4	-29	1.5	-13	0.2	1.5	-127	-1.2	-1
- COc1ccc(OCC(=O)Nc2sc3c(c2C(=O)NCC2CCCO2)CCC3)cc1 (stereo not given)
 : -1	5.9	0.7	0	0.1	0	0.6	0.2	-1	-1.9	-3
- CCS(=O)(=O)N1CCC(NC(=O)c2ccco2)CC1
 : 10	0.1	-0.3	7	2.6	5	-0.4	0.8	7	-0.5	11
- N=c1n(CCCOc2ccc(F)cc2)c2ccccc2n1CC(N)=O
 : -8	-1.0	0.4	-10	-1.5	-4	-1.4	-1.3	2	-1.0	10
- CC(Cc1c[nH]c2ccccc12)NC(=O)OCCCl (stereo not given)
 : -3	-0.3	0.2	1	-0.8	-2	-1.4	0.4	1	-1.8	-2
- N/C(Cc1ccc([N+](=O)[O-])cc1)=N\OC(=O)c1ccc([N+](=O)[O-])cc1
 : 2	1.5	-0.8	-1	-1.6	-1	-1.9	-0.5	-4	-0.3	0
- COc1ccccc1C(=O)COC(=O)c1cc([N+](=O)[O-])ccc1N1CCOCC1
 : -1	0.8	-0.8	-9	-3.5	-4	-0.7	0.7	3	-0.7	14
- Cc1nn(C)cc1S(=O)(=O)N1CCN(c2ccc(F)cc2)CC1
 : -3	3.0	1.8	-4	-0.2	0	-0.3	-1.0	-2	-0.7	-4
- c1ccc(-c2ncnc3ccccc23)cc1
 : 0	3.7	0.3	-8	8.5	-2	-1.0	-0.2	0	-1.3	10
- CCOC(=O)[C@H](CCc1ccccc1)N[C@@H](C)C(=O)N1[C@H](C(=O)O)C[C@@H]2CCC[C@@H]21
 : 4	-2.3	1.1	7	0.8	-2	-1.7	-0.3	6	-1.0	6
- COC(=O)CN1C(=O)C2(OCCCO2)c2ccccc21
 : -3	1.2	-0.2	-6	1.9	-5	-0.7	1.4	0	-1.1	2
- CS(=O)(=O)N1CCCCC1c1cc(C(=O)NCc2ccc(F)cc2)no1 (stereo not given)
 : 4	0.9	-0.4	-3	-2.0	1	-2.0	x	1	-1.1	9
- O=C(OCC(=O)N1CCc2ccccc21)c1ccc[nH]c1=O
 : -5	4.8	2.2	-3	-3.0	-4	0.5	0.4	1	-1.0	-5
- COc1ccc(NS(=O)(=O)c2cc(N)ccc2N2CCCCC2)cc1
 : -5	0.1	0.2	-14	-1.0	-3	-0.8	0.3	-3	-1.1	2
- CC(=O)Nc1cccc(C(=O)OCC(=O)N2CCC(c3ccccc3)=N2)c1
 : -8	1.5	3.4	3	8.0	1	-0.7	-0.8	2	-0.6	-23
- COc1ccccc1NC(=O)Cc1noc(CSc2nnc(C)n2C)n1
 : -7	1.5	0.3	0	-0.3	0	-0.6	2.2	-8	-0.8	0
- Nc1nonc1-n1nnc(C(=O)N/N=C/c2ccoc2)c1CSc1ccc(Cl)cc1
 : -12	-0.9	-0.5	3	-3.8	-4	-0.8	0.3	-1	-0.7	4
- COC(=O)c1c(-c2ccc(OC)cc2)c2c(c3c4cc(OC)ccc4n(C(=O)c4ccccc4)c13)C(=O)N(C)C2
 : -59	x	-2.4	-21	-1.2	-1	-0.6	x	-47	-1.2	-2
- CCC12C(=O)C(CC)(C(c3ccccc3)=C1c1ccccc1)[C@@H]1C(=O)N(c3ccc(C)cc3)C(=O)C12 (stereo not given in full)
 : 2	4.4	0.6	7	1.1	4	-0.7	0.7	-2	-1.3	6
- Cc1cc(N(CCO)CCO)ccc1N=Nc1cc(F)ccc1F
 : -2	6.4	0.9	10	9.2	3	0.3	1.1	4	0.3	7
- COc1ccc(-c2csc(NC(=O)c3ccccc3Br)c2C(=O)O)cc1
 : -211	0.4	-0.4	10	0.8	-5	-1.5	0.3	-130	-1.0	3
- COc1ccc(-c2nc3ccccc3nc2-c2ccccc2)cc1OC
 : -245	2.6	-0.7	-37	-2.5	-7	-2.4	-1.7	-206	-1.8	-3
- O=C(c1ccc(C(F)(F)F)cc1)N1CCC(=O)N(C(CO)Cc2ccccc2)CC1 (stereo not given)
 : 4	-0.6	-0.2	6	-0.2	1	-1.0	0.8	7	-1.5	7
- CC(C)N1C(=O)CCC1C(=O)N1CCN(c2ccccn2)CC1 (stereo not given)
 : 2	2.4	-0.5	-4	-2.6	-3	0.8	-1.1	1	-1.0	6
- Cc1ccccc1N=Cc1ccc[nH]1
 : -7	-0.1	-0.5	-6	-0.5	-7	0.2	2.2	-5	-1.2	-19
- Cc1ccccc1N1C(S)=C(C#N)C(=O)NC12CCCCC2
 : -2	-1.4	-0.1	-8	1.7	-2	1.6	-1.7	-2	-0.6	12
- CC(C)(C)S(=O)(=O)/C(C#N)=N/Nc1ccc(S(C)(=O)=O)cc1
 : 3	0.5	1.1	3	-0.3	3	-1.5	x	7	-1.4	-5
- NC(=O)NN=C1CC2CC1C1C=CCC21 (stereo not given)
 : -5	1.1	0.3	-7	2.4	-2	0.1	0.1	-3	0.1	11
- CCOC(=O)C1=C(N)OC2=C(C(=O)CCC2)C1c1ccco1 (stereo not given)
 : -8	-0.2	-0.8	-2	-1.5	-5	-2.0	-0.7	-4	-1.2	2
- COc1ccc(/C=C/C=N/NC(=O)COc2ccc(OC)cc2)cc1
 : 1	1.3	0.0	-5	3.2	-2	0.7	-0.3	-1	-1.2	-2
- CC(OC(=O)c1ccc2c(=O)n3c(nc2c1)CCCCC3)C(=O)Nc1ccc(F)cc1Cl (stereo not given)
 : -1	0.4	-1.1	-7	0.7	-6	-1.3	0.7	5	-2.3	8
- CC(CCN1CCC(C(O)(c2ccccc2)c2ccccc2)CC1)Oc1ccc(C(F)(F)F)cc1 (stereo not given)
 : 0	x	-0.9	6	0.5	4	-0.2	x	7	-0.7	-24
- Cc1cccc(/N=C/c2sc3ccccc3c2O)n1
 : -25	2.9	1.6	-28	7.3	-8	3.2	-1.3	-12	-0.2	1
- COc1ccccc1-n1nnnc1SCC(=O)NC1CCCCC1
 : -1	-0.5	0.4	4	2.4	0	-0.2	1.3	-1	-1.1	2
- O=C(CN1CCN(S(=O)(=O)c2ccc(Br)cc2)CC1)c1ccc(O)c(O)c1
 : -4	1.9	0.4	0	1.0	1	5.9*	0.8	0	-1.3	-5

Outcome played no part in choosing rows. About 6.9% of those tested had a hit in this group.
